# Source: PubChem
# HCMV inh = human cytomegalovirus inhibition; HFF cells, HCMV-luciferase reporter, 72 h; active compounds read low; activity change, negative = inhibition, % at 57.5 µM; actives 4.5% (n = 410,000); AID 1259415; in the data active = activity change below about -60%; inconclusive = no clear call, values can overlap the other calls; inactive = above about -39%
#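 Cell-based, HFFs, 1000 cells/well, 16 h 37C; cpds in DMSO + HCMV-luc, MOI 1 PFU/cell; 72 h 37C; OneGlo luminescence after 5 min RT; norm. to buffer vs Salinomycin 10uM.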
# AmpC inh detg = AmpC beta-lactamase inhibition with detergent present. P00811. AmpC hydrolysis of nitrocefin, absorbance 480 nm, 0.01% Triton. actives 0.041% (n = 370,000). Potency, µM (titrated, usually from 114 µM), without a hit: at the top dose activity change, negative = inhibition, hits mostly inhibitors;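 note: potency is the fitted concentration of half-maximal effect; 0% = no-compound wells and -100% = no-enzyme wells; nearly all actives have a fitted effect of over 25% in size; some results filed as inactive show a strong effect at the top dose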
# Target sequence (P00811 whole entry, looked up): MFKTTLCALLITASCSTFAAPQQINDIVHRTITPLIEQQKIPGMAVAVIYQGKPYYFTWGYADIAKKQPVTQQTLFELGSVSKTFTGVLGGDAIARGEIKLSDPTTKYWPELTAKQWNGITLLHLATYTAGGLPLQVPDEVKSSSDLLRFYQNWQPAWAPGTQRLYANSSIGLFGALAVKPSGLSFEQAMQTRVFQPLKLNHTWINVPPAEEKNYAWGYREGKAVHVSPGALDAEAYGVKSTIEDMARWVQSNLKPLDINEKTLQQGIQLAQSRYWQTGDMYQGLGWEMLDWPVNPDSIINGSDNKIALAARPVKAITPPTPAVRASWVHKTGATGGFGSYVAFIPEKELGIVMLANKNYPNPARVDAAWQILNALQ
#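 AmpC (5.3 nM in the dispensed reagent) in 20 mM phosphate pH 7.0 with 0.01% (detergent screen) or 0.0001% Triton X-100 was preincubated with compounds for 15 min at room temperature. Nitrocefin was then added from an 800 uM solution, and hydrolysis was followed at 480 nm.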
# AmpC no deterg = AmpC beta-lactamase inhibition without detergent | AmpC nitrocefin hydrolysis, absorbance 480 nm, 0.0001% Triton | P00811 | Potency, µM (titrated, usually from 57.1 µM), for the others: at the top dose activity change, negative = inhibition, actives largely listed as inhibitors | actives 0.52% (n = 330,000) | AID 485341;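 note: potency is the fitted concentration of half-maximal effect; plate controls were no compound for no effect and no enzyme for full effect; nearly all actives have a fitted effect of over 20% in size; some results filed as inactive show a strong effect at the top dose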
#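 AmpC (5.3 nM in the dispensed reagent) in 20 mM phosphate pH 7.0 with 0.01% (detergent screen) or 0.0001% Triton X-100 was preincubated with compounds for 15 min at room temperature. Nitrocefin was then added from an 800 uM solution, and hydrolysis was followed at 480 nm.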
# HCV inh = inhibitors of hepatitis C virus infection | Huh7.5.1 HCVcc-Cre infection, luciferase reporter, 44 h | Potency, µM (series often up to 41.8 µM), for inactives: at the highest dose activity change, negative = inhibition, most hits filed as inhibitors | actives 3.4% (n = 340,000); note: potency is the fitted concentration of half-maximal effect
#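 Antiviral activity was scored by luciferase reporter output from cells infected with HCVcc-Cre (~0.5 moi) in presence of compound, 44 h infection period, cells seeded 1,000/well 4 h prior.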
# Sm TGR inh = S. mansoni TGR enzyme inhibition. AID 485364. purified TGR, DTNB reduction, TNB absorbance 405 nm. actives 3% (n = 360,000). Potency, µM (doses to about 114 µM), without a hit: top-dose activity change, negative = inhibition, most hits filed as inhibitors. Q962Y6; note: potency is the fitted concentration of half-maximal effect; nearly all actives have a fitted effect of over 60% in size
#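 Kinetic colorimetric format: TGR-catalysed, NADPH-driven DTNB reduction monitored via TNB absorbance. Enzyme dispensed at 20 nM; compound exposure 15 min at room temperature before reaction start.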
# Giardia FBPA inh = inhibitors of Giardia lamblia fructose-1,6-bisphosphate aldolase | purified Giardia FBPA | A8B2U2 | actives 0.71% (n = 290,000) | Potency, µM (top dose mostly 59.6 µM), for the others: top-dose activity, negative = inhibition, hits mostly inhibitors; note: potency is the fitted concentration of half-maximal effect; nearly all actives have a fitted effect of over 55% in size
# Target sequence (A8B2U2 whole entry, looked up): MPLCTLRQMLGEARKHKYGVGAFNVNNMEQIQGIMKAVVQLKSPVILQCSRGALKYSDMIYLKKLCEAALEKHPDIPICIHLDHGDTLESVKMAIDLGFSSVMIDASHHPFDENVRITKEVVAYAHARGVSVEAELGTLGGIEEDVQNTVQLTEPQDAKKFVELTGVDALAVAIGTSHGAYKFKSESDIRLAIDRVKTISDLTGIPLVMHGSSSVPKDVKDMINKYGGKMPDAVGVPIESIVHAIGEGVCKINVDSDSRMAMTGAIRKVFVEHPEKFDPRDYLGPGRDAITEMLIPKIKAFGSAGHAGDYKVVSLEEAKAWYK
#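 40 nM FBPA preincubated 10 min at RT with compound (up to 57.5 uM final), then substrate plus GAPDH/TPI/NAD/arsenate coupling and diaphorase/resazurin added. Fluorescence read after 20 min at RT, 525/598 nm.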
# Active calls of the source: *; ? = inconclusive; / = no result given; & = joins results of further samples; [ ] = remark or other dose. Unless noted, calls come from the whole dose curve; as a rule, active = well fitted curve in the direction sought with a large enough effect; inconclusive = small, poorly fitted or top-dose-only effect, or another doubt; inactive = no such curve, though single readings can be large; an effect the other way counts as inactive or inconclusive. Unless noted, % is set by controls: 0 for no effect and ±100 for the full control effect.
# Order of values – HCMV inh | AmpC inh detg | AmpC no deterg | HCV inh | Sm TGR inh | Giardia FBPA inh
CC1Oc2ccccc2C=C1/C=N/NC(=O)[C@@H](C)NC(=O)OC(C)(C)C (some centres not stated)
 : 23.7 | 2.9% | 34.2% | ? | 0.8% | 0.7%
CCCCN(C(=O)c1ccc(-c2ccc(Cl)cc2)o1)c1c(N)n(CC(C)C)c(=O)[nH]c1=O
 : -9.3 | ? | -19.9% | -4.7% | -27.2% | /
CCC(=O)NC(Nc1sc2c(c1C(=O)OC)CCCC2)(C(F)(F)F)C(F)(F)F
 : -23.6 | ? | -23.1% | 3.7% | 2.0% | 6.4%
COc1ccc(N2C(=O)CSC23C(=O)N(CC(=O)NCCc2ccccc2)c2ccccc23)cc1 (configuration not stated)
 : 14.2 | 1.3% | / | / | 2.6% | /
Cc1nc2ccccc2nc1N/N=C/c1ccc(O)cc1
 : -16.6 | -2.6% | -30.9% | 0.4% | 8.8% | -15.4%
CCn1c(=O)c2c(nc3n2CCCN3c2cccc(C)c2)n(C)c1=O
 : -30.6 | -13.6% | 25.3% | -22.2% | 22.9% | 2.1%
O=C(NCc1cccs1)c1cc2c(s1)-c1ccccc1OC2
 : -3.3 | ? | -52.4% | ? | -11.8% | -11.3%
Cc1ccc(C)c(N(C)C(=O)C2CCN(S(=O)(=O)c3cccc4nsnc34)CC2)c1
 : -28.7 | 1.1% | / | / | -2.7% | /
Cc1ccc(NC(=O)Cn2c(=O)oc3cc(S(=O)(=O)N4CCCCC4)ccc32)c(Cl)c1
 : -35.5 | 13.8% | / | / | 1.8% | /
CCOC(=O)c1c(NC(=S)NC(=O)/C=C/c2cccs2)sc(C)c1C
 : -29.8 | -4.4% | -18.0% | 10.3% | -1.8% | 5.6%
CCOc1ccccc1NC(=O)c1ccc2c(=O)n3c(nc2c1)CCCCC3
 : -33.4 | -9.1% | 86.5%[activator] | -27.4% | -9.6% | -2.5%
Cc1nn(-c2ccccc2)c(/N=C/c2ccc(O)cc2)c1-c1ccccc1
 : 60.7 | -12.6% | -41.4% | -7.2% | -4.5% | 9.1%
COc1ccc(NC(=O)CCC2CCCC2)cc1OC
 : 43.3 | 1.8% | -2.2% | ? | -0.1% | 4.9%
CCOc1ccccc1N(CC)C(=O)Cn1ncc2c([nH]c3ccccc32)c1=O
 : -9.8 | 19.1% | / | / | -2.2% | /
N/C(=N\OC(=O)c1ccccc1)c1ccccn1
 : 0.0 | -1.1% | 5.6% | 14.0% | 1.9% | 0.8%
CCOP(=O)(OCC)C(O)c1cccnc1 (configuration not stated)
 : 34.6 | 1.1% | -10.8% | 6.4% | 3.7% | 1.7%
O=c1nc2ccccc2c2n1CC(CN1CCN(c3cccc(Cl)c3)CC1)N2 (configuration not stated)
 : -4.6 | -15.2% | -12.9% | 9.0% | -21.9% | 6.4%
O=C(c1ccco1)N1CCN(Cc2cccnc2)CC1
 : -13.6 | -7.7% | 3.8% | 14.5% | 1.3% | ?
COc1ccc2c(CC(=O)N[C@@H](Cc3ccccc3)C(=O)O)cc(=O)oc2c1
 : 0.7 | ? | -3.2% | 5.8% | 11.7% | 9.0%
COc1cc2cc(C(=O)N/N=C/c3cccc(OC)c3OC)[nH]c2cc1OC
 : 5.1 | 1.6% | -55.6% | -14.6% | -21.1% | -2.5%
Cc1oc(-c2ccc(Cl)cc2)nc1CS(=O)CC(=O)NC1CCCCC1 (configuration not stated)
 : -28.9 | -1.5% | 14.8% | 19.7% | 11.2µM* | /
CN(C)c1c([N+](=O)[O-])cc2[nH]c(=O)[nH]c2c1[N+](=O)[O-]
 : -17.9 | 4.3% | -11.9% | 12.2% | -2.1% | -21.0%
COc1ccc(/C=N/n2c(SC)nnc2-c2ccccc2)cc1C
 : -9.1 | -9.5% | / | -11.3% | -24.0% | 16.4%
COc1ccc(S(=O)(=O)N2CCC(C(=O)N(CC(C)C)C3CCS(=O)(=O)C3)CC2)cc1OC (configuration not stated)
 : 24.8 | -15.2% | ? | 17.8% | 6.2% | /
CCOc1ccc(CNC(=O)C2CCCCN2S(=O)(=O)c2ccc(F)cc2)cc1OC (configuration not stated)
 : -3.0 | 1.5% | / | / | -1.9% | /
COc1cc(Cl)c(C)cc1NC(=O)CSC
 : -2.1 | ? | -18.2% | ? | 6.4% | 8.1%
COc1ccccc1N1CCN(S(=O)(=O)c2ccc(-n3cnnn3)cc2)CC1
 : 23.9&32.8 | 1.6%&1.5% | 29.7% | ? | 0.0%&6.3% | /
CCN(CC)C(=O)[C@H]1C[C@H](CC(=O)NC/C=C(\C)CCC=C(C)C)C(=O)N2CCc3c([nH]c4ccc(Cl)cc34)[C@]12C
 : 0.8 | / | 0.7% | -3.0% | / | /
Cc1cn(CC2COC(C)(C)O2)c(=O)[nH]c1=O (configuration not stated)
 : 10.6 | -2.4% | -11.6% | 13.3% | 0.0% | 7.6%
Cc1cccc(C)c1-n1cccc1/C=C1/C(=N)N2C(=NC1=O)SN=C2S(C)(=O)=O
 : 13.2 | -0.5% | -31.3% | 10.3% | 4.4% | 27.5%

# Five of the compounds above, bar-delimited:
SMILES | HCMV inh | AmpC inh detg | AmpC no deterg | HCV inh | Sm TGR inh | Giardia FBPA inh
CCCCN(C(=O)c1ccc(-c2ccc(Cl)cc2)o1)c1c(N)n(CC(C)C)c(=O)[nH]c1=O | -9.3 | ? | -19.9% | -4.7% | -27.2% | /
CCC(=O)NC(Nc1sc2c(c1C(=O)OC)CCCC2)(C(F)(F)F)C(F)(F)F | -23.6 | ? | -23.1% | 3.7% | 2.0% | 6.4%
COc1ccc(N2C(=O)CSC23C(=O)N(CC(=O)NCCc2ccccc2)c2ccccc23)cc1 (configuration not stated) | 14.2 | 1.3% | / | / | 2.6% | /
Cc1nc2ccccc2nc1N/N=C/c1ccc(O)cc1 | -16.6 | -2.6% | -30.9% | 0.4% | 8.8% | -15.4%
CCn1c(=O)c2c(nc3n2CCCN3c2cccc(C)c2)n(C)c1=O | -30.6 | -13.6% | 25.3% | -22.2% | 22.9% | 2.1%

# Exported as tab-separated lines: two of the compounds above.
mol	HCMV inh	AmpC inh detg	AmpC no deterg	HCV inh	Sm TGR inh	Giardia FBPA inh
N/C(=N\OC(=O)c1ccccc1)c1ccccn1	0.0	-1.1%	5.6%	14.0%	1.9%	0.8%
CCOP(=O)(OCC)C(O)c1cccnc1 (configuration not stated)	34.6	1.1%	-10.8%	6.4%	3.7%	1.7%

# Following part.
# Order of values – HCMV inh | AmpC inh detg | AmpC no deterg | HCV inh | Sm TGR inh | Giardia FBPA inh
CCOC(=O)Cn1c(CN(Cc2ccccc2)Cc2ccccc2)nc2c1c(=O)n(C)c(=O)n2C
 : 31.5 | ? | 148.7%[activator] | ? | 0.0% | 3.3%
Cc1ccc(S(=O)(=O)N2CCCC(C(=O)NCc3ccc4c(c3)OCO4)C2)cc1 (configuration not stated)
 : -4.0 | 4.0% | -8.8% | 8.6% | 1.2% | /
CCn1cc(C(=O)NCC2COc3ccccc3O2)c2cc(OC)c(OC)cc2c1=O (configuration not stated)
 : -11.3 | -7.4% | 160.6%[activator] | -24.9%&-14.0% | -4.5% | -0.4%
Cc1cccc(NC(=O)c2cccc(N3C(=O)C4C5C=CC(C6CC56)C4C3=O)c2)c1 (configuration not stated)
 : 1.9 | ? | -8.2% | 11.2µM* | -21.4% | 2.9%
COc1ccc(-n2ncc(C(=O)N3CCc4ccccc4C3)c2C2CCN(C(=O)OC(C)(C)C)CC2)cc1
 : ? | 12.6% | / | / | 5.2% | /
COc1ccccc1N1CCN(C2CCCN(C(=O)CCc3c(C)noc3C)C2)CC1 (configuration not stated)
 : 0.0 | -10.5% | 45.9% | 5.8% | -14.7% | 12.7%
O=C1C(c2ccccc2)=[N+]([O-])c2ccccc21
 : 26.1 | ? | -7.3% | 10µM* | ? | /
COc1ccc(CN=C(Nc2ccccc2)SC2CC(=O)NC2=O)cc1 (configuration not stated)
 : -12.9 | 1.2% | -14.2% | 13.9% | 18.4% | -11.5%
CCCCNC(=O)CN(CCc1ccccc1)S(C)(=O)=O
 : 18.4 | ? | -2.9% | 23.0% | 2.1% | 1.7%
CCOC(=O)C1/C(=N\O)CC(C)(O)C(C(=O)OCC)C1c1ccc(N(C)C)cc1 (configuration not stated)
 : -1.3 | -2.6% | 1.6% | -10.7% | 35.5µM* | ?
NS(=O)(=O)c1ccc(NC(=O)CSC2CCCCC2)cc1
 : 54.9 | ? | -24.7% | 21.5% | -22.7% | -6.1%
O=C(COc1ncnc2ccccc12)N1CCN(c2ccccc2)CC1
 : 14.2 | 0.2% | -8.9% | 13.5% | 8.8% | 0.5%
COC(=O)[C@@]1(Cc2ccccc2)[C@H]2C(=O)N(Cc3ccccc3)C(=O)[C@H]2[C@H]2CN=C(SCc3ccc(Cl)cc3)N21
 : ? | / | -5.0% | -18.2% | / | /
O=C(CCN1C(=O)C2C3C=CC(C3)C2C1=O)Nc1nccs1 (configuration not stated)
 : -69.0* | -0.2% | -18.0% | 24.7% | 11.6% | 4.3%
CC(=O)Nc1sc2c(c1C(N)=O)CCN(Cc1ccccc1)C2
 : -21.3 | 10.5% | -10.6% | 0.1% | -22.2% | -5.8%
Cc1cc(=O)[nH]c(N/N=C/c2ccc(O)c(O)c2)n1
 : 4.3 | 4.3% | -12.9% | 3.7% | -24.5% | -23.8%
Cc1cc(C(=O)Nc2cccc3ccccc23)n(-c2ccccc2)n1
 : 89.1 | -7.0% | -3.2% | -6.2% | -4.5% | -14.4%
Cc1cccc(-n2c(SCC(=O)NCC3CCCO3)nc3ccccc3c2=O)c1C (configuration not stated)
 : -2.3 | 0.0% | 36.3% | -0.1% | -10.9% | /
O=C(CSc1nnc(C2COc3ccccc3O2)o1)N1CCCCC1 (configuration not stated)
 : -15.2 | -14.3% | 0.2% | 4.4% | 3.9% | 0.2%
CCCCc1nc2cc(Cl)ccc2o1
 : -32.9 | 5.2% | -17.8% | 14.0% | 5.9% | 0.2%
Cc1sc2nc(SC(C)C)nc(N)c2c1C
 : 11.4 | -13.5% | -11.8% | 9.5% | 9.4% | 6.1%
Cc1ccc(C(=O)Nc2ccc(-n3c(C)nc4ccccc4c3=O)cc2)cc1[N+](=O)[O-]
 : -31.2 | 2.1% | / | / | -3.9% | /
CCOc1ccccc1NC(=O)c1nnn(CC(=O)Nc2ccccc2CC)c1N
 : -15.3 | 3.3% | / | / | -8.5% | /
COc1ccc(CCNC(=O)CSc2nc3[nH]ncc3c(=O)[nH]2)cc1OC
 : -38.3 | 7.6% | -11.1% | 4.0% | 3.1% | 1.7%
CN1C(=O)c2c(sc3c2CCCC3)NC1c1ccccc1O (configuration not stated)
 : / | -6.9% | -26.8% | -4.0% | ? | ?
COc1ccccc1NC(=O)C(=O)N(c1cccnc1)C(C(=O)NC(C)(C)C)c1ccccc1F (configuration not stated)
 : 7.1 | ? | 36.7% | 6.5% | 2.2% | 1.5%
